# Bioassay records deposited in PubChem by National Center for Advancing Translational Sciences (NCATS).
# TDP43 rescue – rescues yeast growth from TDP-43 toxicity; 410,000 compounds, 1.8% hits; Potency, µM (highest dose often 46.1 µM), without a hit: at the highest dose growth rescue (activation), actives largely listed as activators; TDP-43 expressing yeast growth rescue, BacTiter-Glo, 24 h; further: % of control where 0% means no effect; nearly all actives have a fitted effect of over 50% in size
#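 Luminescence from BacTiter-Glo reports growth of TDP-43-expressing yeast after 24 hr at 30 deg C with compound. Cells were raffinose-pregrown to mid-log, then seeded in galactose medium at OD600=0.02.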
# KB-V1 MDR tox – KB-V1 MDR subline cytotoxicity; KB-V1 MDR cells viability, CellTiter-Glo, 72 h; Potency, µM (doses to about 46.1 µM), for inactives: top-dose activity change, negative = cytotoxicity, hits mostly cytotoxic; 400,000 compounds, 3.4% hits; further: on the % scale 0 is the no-effect control and ±100 the full control effect; nearly all actives have a fitted effect of over 60% in size
#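 Readout: CellTiter-Glo luminescence, 10 min after addition. Cells: KB-V1 MDR subline, 72 h at 37 degrees C with compound. Analysis: corrected, normalized data fitted to concentration-effect curves.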
# SW480 rerep – DNA re-replication induction in SW480 cells. Potency, µM (doses to about 46.1 µM), for the others: at the highest dose re-replication activation, actives largely listed as activators. 340,000 compounds, 1.8% hits. SW480 DNA re-replication, Hoechst DNA content imaging, 48 h. AID 624297; further: % of control where 0% means no effect; nearly all actives have a fitted effect of over 55% in size
#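 SW480 cells exposed to compounds for 48 hr at 37 C, 5% CO2, then Hoechst-stained 40 min. Nuclear DNA content imaged by fluorescence scanning (405 nm excitation, 500-530 nm emission); re-replication scored as increased high-intensity nuclei.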
# HT1080-NT tox – kills 2HG-producing HT-1080-NT fibrosarcoma cells; HT-1080-NT fibrosarcoma viability, CellTiter-Glo ATP luminescence, 48 h; Potency, µM (series often up to 46.1 µM), without a hit: at the top dose activity, negative = less viability, most hits filed as cytotoxic; 360,000 compounds, 1.6% hits;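 further: NT is the 2HG producing partner of a matched IDH1 knockdown line; 0% = DMSO-treated cells and -100% = media-only wells without cells; nearly all actives have a fitted effect of over 55% in size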
#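 HT-1080-NT fibrosarcoma cells (2HG-overproducing), 750 cells/well in RPMI with 5% FBS, dosed after 2 h and incubated 48 h at 37C. CellTiter-Glo luminescence normalized to DMSO and no-cell wells; concentration-response curves fitted and classed.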
# HEK293 tox – cytotoxic in the GLP-1 receptor inverse agonist counter-screen | HEK293 cAMP-luciferase reporter cells, luminescence, 24 h | Potency, µM (top dose mostly 38.3 µM), inactives show at the top dose activity change, negative = inhibition, hits mostly inhibitors | 410,000 compounds, 0.13% hits;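 further: loss of luciferase light is scored as toxicity; on the % scale 0 is the no-effect control and ±100 the full control effect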
#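 Seeding density was 200 cells/uL; after overnight-length (12 h) culture, 23 nL compounds went on for 24 h at 37 °C. Readout used a luciferase detection reagent, luminescence taken after 12 min at room temperature.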
# HT1080 IDH1KD tx – kills HT-1080 cells with IDH1 knockdown; Potency, µM (doses to about 46.1 µM), inactives show top-dose activity, negative = toxicity, hits mostly cytotoxic; HT-1080 IDH1 knockdown viability, ATP luminescence, 48 h; AID 686971; 360,000 compounds, 2% hits;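 further: 0% = DMSO wells and -100% = cell-free medium wells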
#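 After a 2 h attachment period, IDH1KD HT-1080 cells took pin-transferred compound for 48 h at 37 °C; ATP-based luminescence after 10 min room-temperature reagent incubation reported viability.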
# KB-3-1 tox – kills parental KB-3-1 adenocarcinoma cells; KB-3-1 viability, CellTiter-Glo ATP luminescence, 72 h; Potency, µM (highest dose often 46.1 µM), for inactives: at the highest dose activity change, negative = cytotoxic, usual class: cytotoxic; 400,000 compounds, 1.4% hits; AID 1347075; further: on the % scale 0 is the no-effect control and ±100 the full control effect; nearly all actives have a fitted effect of over 60% in size
#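 Using CellTiter-Glo luminescence, growth of non-resistant KB-3-1 adenocarcinoma cells is assessed 72 h after pin-tool compound addition at 37 °C. Normalized responses across the concentration series yield fitted curves.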
# GLP1R ag – GLP-1 receptor (human) agonism | 380,000 compounds, 0.007% hits | AID 624172 | HEK293 GLP-1R CRE-luciferase, luminescence, 4-6 h; cells express a hypersensitive GLP-1R form | Potency, µM (highest dose often 45.6 µM), for inactives: at the top dose activation, hits mostly activators; further: % of control where 0% means no effect
# Target sequence (P43220 whole entry, looked up): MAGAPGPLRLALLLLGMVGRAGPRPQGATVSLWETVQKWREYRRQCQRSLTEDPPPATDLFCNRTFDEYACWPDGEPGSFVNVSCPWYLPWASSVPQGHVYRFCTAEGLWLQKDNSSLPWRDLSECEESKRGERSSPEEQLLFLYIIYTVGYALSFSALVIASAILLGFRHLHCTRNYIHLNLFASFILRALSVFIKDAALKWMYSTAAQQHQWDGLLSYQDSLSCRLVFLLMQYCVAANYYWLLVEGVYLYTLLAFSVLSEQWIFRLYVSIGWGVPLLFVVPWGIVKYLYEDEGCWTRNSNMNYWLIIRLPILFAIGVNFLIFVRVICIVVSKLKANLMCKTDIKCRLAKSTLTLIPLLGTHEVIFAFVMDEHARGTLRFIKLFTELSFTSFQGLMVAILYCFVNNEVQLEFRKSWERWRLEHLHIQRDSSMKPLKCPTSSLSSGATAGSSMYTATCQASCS
# GLP1R inv ag – GLP-1 receptor (human) inverse agonism. HEK293 GLP-1R CRE-luciferase, luminescence, 24 h; GLP-1R form is constitutively active. Potency, µM (highest dose often 38.3 µM), for the others: at the top dose activity change, negative = inhibition, hits mostly inhibitors. 410,000 compounds, 1.6% hits. AID 624417; further: on the % scale 0 is the no-effect control and ±100 the full control effect; nearly all actives have a fitted effect of over 55% in size
#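 Seeding at 200 cells/uL, 12 h culture, 24 hr compound treatment, then luciferase reagent and a luminescence read; cells are HEK293 stably expressing a constitutively active GLP-1R plus cAMP-responsive luciferase.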
# * = called active by the depositor; u = inconclusive; x = no result given; [ ] = another dose, or the depositor's remark. The call rests on the fitted dose curve; in most records, active means well fitted curve in the direction sought with a large enough effect; inconclusive means small, poorly fitted or top-dose-only effect, or another doubt; inactive means no such curve, though single readings can be large; an effect the other way counts as inactive or inconclusive. Potency means the concentration at half of the fitted maximal effect.
# Start of the listing, in advance, 3 compounds:
# Codes: A = TDP43 rescue; B = KB-V1 MDR tox; C = SW480 rerep; D = HT1080-NT tox; E = HEK293 tox; F = HT1080 IDH1KD tx; G = KB-3-1 tox; H = GLP1R ag; I = GLP1R inv ag
CCCCCC(=O)N1C[C@H](n2cc(-c3ccc(F)cc3)nn2)[C@@H](O)C[C@@H]1c1ccc(OC)cc1
  A: x | B: 0% | C: x | D: 6% | E: 1% | F: 2% | G: 0% | H: -2% | I: u
CCc1ccc(NC(=O)CNC(=O)Cn2c(C)cc3ccccc3c2=O)cc1
  A: -3% | B: 0% | C: x | D: x | E: 3% | F: x | G: -1% | H: 0% | I: 5%
Cc1cc2ncn(/N=C/c3ccc([N+](=O)[O-])s3)c2cc1C
  A: 13µM* | B: u | C: u | D: -2% | E: 4% | F: -6% | G: 11% | H: 0% | I: 132%[activator]

# The whole of this part, previewed entries included:
# Codes: A = TDP43 rescue; B = KB-V1 MDR tox; C = SW480 rerep; D = HT1080-NT tox; E = HEK293 tox; F = HT1080 IDH1KD tx; G = KB-3-1 tox; H = GLP1R ag; I = GLP1R inv ag
CCCCCC(=O)N1C[C@H](n2cc(-c3ccc(F)cc3)nn2)[C@@H](O)C[C@@H]1c1ccc(OC)cc1
  A: x | B: 0% | C: x | D: 6% | E: 1% | F: 2% | G: 0% | H: -2% | I: u
CCc1ccc(NC(=O)CNC(=O)Cn2c(C)cc3ccccc3c2=O)cc1
  A: -3% | B: 0% | C: x | D: x | E: 3% | F: x | G: -1% | H: 0% | I: 5%
Cc1cc2ncn(/N=C/c3ccc([N+](=O)[O-])s3)c2cc1C
  A: 13µM* | B: u | C: u | D: -2% | E: 4% | F: -6% | G: 11% | H: 0% | I: 132%[activator]
O=C(NC(=S)Nc1sc2c(c1C(=O)O)CCCC2)c1ccccc1
  A: x | B: 17% | C: -19%[1.84 µM] | D: -17% | E: -13% | F: -7% | G: 0% | H: 1% | I: -26%
CCOC(=O)c1cc2cc(C)ccc2[nH]1
  A: 21% | B: 1% | C: 4% | D: 2% | E: 1% | F: 1% | G: 11% | H: 16% | I: 5%
CCCCOC(=O)C1=C(C)Nc2ncnn2C1c1cccc(OC)c1 (stereo not drawn)
  A: 5% | B: u | C: -3% | D: 16% | E: -7% | F: 4% | G: 0% | H: 4% | I: 7%
COc1ccc(CC(=O)Nc2nnc(SCC(=O)NCc3ccco3)s2)cc1OC
  A: -10% | B: 2% | C: -3% | D: -26% | E: -3%[0.307 µM] | F: -24% | G: 2% | H: -7% | I: -4%[0.307 µM]
CC1=C(C(=O)OCCOc2ccccc2)C(c2coc3ccccc3c2=O)C2=C(CCCC2=O)N1 (stereo not drawn)
  A: 14% | B: 25% | C: 21% | D: 2% | E: -11% | F: 6% | G: -2% | H: 2% | I: 20%
CC1CC=C2C(C#N)=C(N)C(C#N)(C#N)C(c3cccs3)C2C1 (stereo not drawn)
  A: 13% | B: -3% | C: -1% | D: -25% | E: 69%[activator] | F: -20% | G: u | H: -6% | I: -3%
COc1ccc(Nc2ncnc3c2cnn3-c2cc(Cl)ccc2C)cc1OC
  A: u | B: -17% | C: x | D: x | E: 0% | F: x | G: -6% | H: x | I: -28%
COC(=O)C(NC(=O)CNS(=O)(=O)c1ccc(Br)cc1)c1ccccc1 (stereo not drawn)
  A: 7% | B: -7% | C: 3% | D: -17% | E: -9% | F: 0% | G: 1% | H: 2% | I: -29%
Cn1cccc1C(=O)OCC(=O)Nc1ccc2c(c1)OCCO2
  A: u | B: 0% | C: -4% | D: 13% | E: -5% | F: 13% | G: 0% | H: -13% | I: u
CCOc1cc(/C=C2/C(=O)ON=C2C)ccc1OCc1ccccc1F
  A: 8% | B: u | C: 23µM* | D: -30% | E: -7% | F: u | G: 9% | H: u | I: -14%
Cc1ccccc1NC(=O)CNC(=O)Cc1cccc2ccccc12
  A: 19% | B: 0% | C: 2% | D: -5% | E: 5% | F: -2% | G: -7% | H: -15% | I: u
O=C(CCl)N=c1sccn1Cc1ccccc1Cl
  A: 22µM* | B: u | C: u | D: 0.092µM* | E: u | F: 0.092µM* | G: u | H: 15% | I: u
CCCCn1nnnc1C(c1ccccc1)N1CCN(c2ncccn2)CC1 (stereo not drawn)
  A: 28% | B: 0% | C: x | D: 4% | E: -4% | F: 1% | G: 0% | H: -2% | I: 8%
NC(=O)CC[C@H](NC(=O)OCc1ccccc1)C(=O)OCc1ccc(Cl)cc1
  A: 17% | B: 9% | C: 0% | D: 1% | E: 2% | F: 3% | G: 13% | H: 4% | I: -14%
CC(C)c1nnc(SCC(=O)N2CCOCC2)n1C
  A: 2% | B: -6% | C: 0% | D: 13% | E: 12% | F: 7% | G: 1% | H: 9% | I: 0%
Cc1c(Br)c([N+](=O)[O-])nn1CC(=O)NCC1CCCO1 (stereo not drawn)
  A: 9% | B: u | C: 0% | D: 6% | E: -1% | F: 7% | G: -13% | H: -11% | I: 1%
N=C1/C(=C\c2coc3ccccc3c2=O)C(=O)N=C2SC(c3ccncc3)=NN12
  A: -42%[inhibitor] | B: 9% | C: 3% | D: -18% | E: -11% | F: -10% | G: -14% | H: 0% | I: 16%
O=C(Nc1cc(Cl)ccc1-n1cncn1)c1cccs1
  A: 26% | B: -15% | C: 5% | D: -6% | E: 22% | F: -6% | G: 0% | H: -2% | I: 5%
O=C(CSc1ccc(-c2ccc(Br)cc2)nn1)N1CCOCC1
  A: x | B: -4% | C: 3%[1.84 µM] | D: -3% | E: 0% | F: -1% | G: -14% | H: 5% | I: 4%
O=C1NCCCc2nonc21
  A: -6% | B: 15% | C: 0% | D: -4% | E: 0% | F: 0% | G: -10% | H: 0% | I: 33%[activator]
CCOc1ccccc1NC(C)C(=O)NC(=O)NC1CCCCC1 (stereo not drawn)
  A: u | B: 0% | C: 0% | D: 1%[9.24 µM] | E: 9% | F: -3% | G: -5% | H: 12% | I: u
COc1ccc(NC(=O)C2CCN(S(=O)(=O)c3c(C)noc3C)CC2)cc1Cl
  A: -7% | B: -9% | C: 0% | D: u | E: -18% | F: 4% | G: 4% | H: -4% | I: 0%
CCOc1ccc(Nc2nc3cc(S(=O)(=O)CC)ccc3o2)cc1
  A: -11% | B: -12% | C: -4% | D: -1% | E: u | F: -10% | G: -1% | H: 17% | I: u
O=C(CSc1nnc(-c2cccc(Br)c2)o1)N1CCNC1=O
  A: 10% | B: -3% | C: -5% | D: 4% | E: -33% | F: 0% | G: -9% | H: -1% | I: 8%
NC(=O)c1cc(S(=O)(=O)Nc2cccc(Cl)c2)cs1
  A: -1% | B: 8% | C: -2% | D: 18% | E: -6% | F: 5% | G: -1% | H: 1% | I: -17%
NC(=O)[C@H]1CC2(CC(c3cccc(NC(=O)COc4ccc(Cl)cc4)c3)=NO2)CN1C(=O)[C@H]1CCC(=O)N1 (stereo partly drawn)
  A: -11% | B: 5% | C: 3% | D: 0% | E: 2% | F: 1% | G: 0% | H: -1% | I: 7%
CCc1cc2c(=O)n(Cc3ccco3)c(SCC(=O)NCC3CCCO3)nc2s1 (stereo not drawn)
  A: 0% | B: 2.6µM* | C: -2% | D: -30% | E: -26% | F: -7% | G: u | H: 5% | I: u
COC(=O)[C@@H](NC(=O)NCc1cccs1)C(C)C
  A: -19% | B: -10% | C: -6% | D: -3% | E: -14% | F: -8% | G: 8% | H: 3% | I: -6%
O=C(NC(c1ccc(Cl)cc1)c1cccnc1)C1CCN(CCOc2ccc(Cl)cc2Cl)CC1 (stereo not drawn)
  A: 18% | B: 1% | C: x | D: 18µM* | E: u | F: 18µM* | G: 0% | H: -9% | I: u
Cc1nc(C)c(C(=O)OCC(=O)Nc2ccccc2)s1
  A: -1% | B: 0% | C: -5% | D: -2% | E: 5% | F: 2% | G: -3% | H: -6% | I: 2%
Nc1nnc(SCC(=O)NNC(=O)c2ccccc2)s1
  A: 12% | B: 8% | C: -7% | D: 7% | E: 2% | F: 2% | G: 8% | H: -6% | I: 12%
CCOC(=O)C1C(=O)C=C(N2CCOCC2)CC1c1cccc(OC)c1 (stereo not drawn)
  A: 4% | B: 19% | C: -5% | D: 0% | E: -2% | F: 7% | G: 2% | H: 2% | I: 0%
CCOC(=O)C1CCCN(CC(=O)NC2CC2)C1 (stereo not drawn)
  A: -19% | B: -9% | C: -3% | D: 12% | E: 2% | F: -3% | G: 4% | H: -7% | I: -5%
CNc1ccc(C(=O)OCC(=O)NCc2ccc3c(c2)OCO3)cc1[N+](=O)[O-]
  A: 10% | B: -9% | C: -15% | D: -2% | E: -19% | F: 0% | G: 2% | H: -3% | I: 0%
O=C(c1ccc(Br)o1)N(Cc1ccccc1)Cc1ccccc1
  A: u | B: 15% | C: 0% | D: 11% | E: -9% | F: 1% | G: 4% | H: 19% | I: 10µM*
O=C(CC1N=C2c3ccccc3N=C(SCc3cccc(Cl)c3)N2C1=O)NCCc1ccccc1 (stereo not drawn)
  A: u | B: -19% | C: x | D: x | E: -22% | F: x | G: 0% | H: x | I: u
O=C(Nc1ccc2ccccc2c1)c1ccc2[nH]c(=O)c(=O)[nH]c2c1
  A: 5% | B: -3% | C: -9% | D: 10% | E: 21% | F: 6% | G: -11% | H: 0% | I: 1%
CN(CC(=O)Nc1ccccc1C(F)(F)F)C(=O)CCc1nc2ccccc2c(=O)[nH]1
  A: 11% | B: -5% | C: -7% | D: -2% | E: 12% | F: 0% | G: 13% | H: -15% | I: -5%
Cc1cc(=O)oc2cc(NC(=O)C3COc4ccccc4O3)ccc12 (stereo not drawn)
  A: -14% | B: 13% | C: u | D: u | E: 2% | F: 5%[9.24 µM] | G: 10% | H: 5% | I: 0%
CN(C)S(=O)(=O)c1ccc(C(=O)OCC2CCCO2)cc1 (stereo not drawn)
  A: 15% | B: 0% | C: -7% | D: 5% | E: -5% | F: 2% | G: 8% | H: 0% | I: 54%[activator]
CCSc1ncccc1-c1nc2ccccc2[nH]1
  A: u | B: 16% | C: -3% | D: 1% | E: 1% | F: 6% | G: 16% | H: 15% | I: 40%[activator]
